Efflux pump mplx: inhibitors of Candida antifungal efflux pumps expressed in yeast | S. cerevisiae Candida pump triplex, Nile Red efflux | inhibition, % at 10 µM | actives 0.44% (n = 330,000) | AID 485275;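 active = plate passing quality check with inhibition over a set limit, or well fluorescence over plate mean plus 4 SD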;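 also: Nile Red retained in pooled yeast measured as flow cytometry median fluorescence; 0% = buffer negative control and 100% = Enniatin B positive control; higher means more Nile Red kept so more efflux inhibition; some compounds called inactive have numbers as strong as hits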
Fam108B counter: counter-screen for RBBP9 inhibitors: inhibitors of mouse Fam108B. recombinant Fam108B, FP-Rh probe fluorescence polarization. inhibition, % at 9.51 µM. actives 0.33% (n = 300,000). AID 1947;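 active = inhibition above the screen mean inhibition plus 3 SD, computed separately per campaign, cut at about 18% in these data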;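 also: inhibitors lower polarization as less probe binds the enzyme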
GLD-1 TGE inh: GLD-1-TGE RNA interaction inhibition (C. elegans); Q17339; purified GLD-1 + fluorescein TGE RNA, fluorescence polarization; inhibition, % at 5.96 µM; actives 0.44% (n = 320,000); AID 2280;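 active = percent inhibition above a per-plate cutoff, the plate mean of test compounds plus 3 SD, cut at about 30% in these data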;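 also: 0% = DMSO wells with GLD-1 and probe and 100% = wells lacking GLD-1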
BCLXL inh: Bcl-xL (human) inhibition. Q07817. GST-Bcl-xL / FITC-Bim BH3 peptide fluorescence polarization. inhibition, % at 10.9 µM. actives 0.7% (n = 320,000);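 active = inhibition above the mean of all tested compounds plus 3 SD, cutoff set per campaign, cut at about 30% in these data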;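 also: 0% = DMSO wells and 100% = unlabeled Bim-BH3 peptide competitor; inhibitors lower millipolarization by displacing the labeled peptide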
Target sequence (Q07817 whole entry, looked up): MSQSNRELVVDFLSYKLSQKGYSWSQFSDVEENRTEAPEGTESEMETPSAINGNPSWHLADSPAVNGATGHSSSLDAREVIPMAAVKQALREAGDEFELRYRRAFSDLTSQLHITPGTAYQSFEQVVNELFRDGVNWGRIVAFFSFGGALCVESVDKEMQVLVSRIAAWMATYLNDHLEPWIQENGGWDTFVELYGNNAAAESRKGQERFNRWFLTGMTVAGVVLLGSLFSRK
PME-1 primary: blocks human protein phosphatase methylesterase 1 | Q9Y570 | recombinant PME-1, FP-Rh probe fluorescence polarization | inhibition, % at 5.9 µM | actives 0.53% (n = 320,000) | AID 2130;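 active = inhibition above the campaign mean of all compounds plus 3 SD, cut at about 26% in these data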;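 also: competitive labeling of PME-1 active site by serine hydrolase directed probe; 0% = PME-1 with DMSO and 100% = wells lacking PME-1 enzyme; inhibitors block probe labeling so polarization falls and inhibition rises; many of its hits are not listed in these tables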
GRK2 aptamer HTS: blocks RNA aptamer binding to human GRK2. actives 0.59% (n = 330,000). P25098. inhibition of aptamer binding, % at 10 µM. bead flow cytometry, FAM-aptamer displacement from GRK2;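 active = inhibition of aptamer binding above 40%, roughly 3 SD of noise, on plates passing a quality check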;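 also: median bead fluorescence of bound FAM aptamer so fluorescent compounds give negative values; no value below 0 was filed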
Target sequence (P25098 whole entry, looked up): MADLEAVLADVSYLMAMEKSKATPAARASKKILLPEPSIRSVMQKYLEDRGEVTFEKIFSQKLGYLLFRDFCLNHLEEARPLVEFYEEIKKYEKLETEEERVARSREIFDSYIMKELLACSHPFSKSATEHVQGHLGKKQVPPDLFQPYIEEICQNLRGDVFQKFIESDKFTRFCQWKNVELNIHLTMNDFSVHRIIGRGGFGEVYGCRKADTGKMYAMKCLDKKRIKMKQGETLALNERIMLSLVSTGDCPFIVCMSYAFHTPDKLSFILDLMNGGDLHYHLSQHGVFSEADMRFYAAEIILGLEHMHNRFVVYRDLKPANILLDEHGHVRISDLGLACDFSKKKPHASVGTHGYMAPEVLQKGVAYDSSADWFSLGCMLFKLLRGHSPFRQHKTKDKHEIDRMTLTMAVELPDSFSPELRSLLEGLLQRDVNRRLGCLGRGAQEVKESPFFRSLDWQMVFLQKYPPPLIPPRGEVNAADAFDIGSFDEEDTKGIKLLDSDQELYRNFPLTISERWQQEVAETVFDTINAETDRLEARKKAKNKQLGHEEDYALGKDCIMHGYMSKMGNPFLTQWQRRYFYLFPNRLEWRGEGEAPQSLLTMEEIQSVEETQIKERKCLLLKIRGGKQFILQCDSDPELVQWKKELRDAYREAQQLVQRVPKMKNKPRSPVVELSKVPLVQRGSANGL
MEX-5 binding: C. elegans MEX-5 TCR-2 RNA binding activity | Q9XUB2 | MEX-5/FITC-TCR2 RNA binding, fluorescence polarization; hits give low values | activity score (negative = inhibition of binding), % at 10 µM | actives 0.38% (n = 300,000) | AID 1832;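 active = inhibition past about -25% in most replicates, and total fluorescence under double the plate's negative control median, limit read from the data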;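 also: 0% = DMSO and -100% = 5 µM competing unlabeled TCR2 RNA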
MCL1-BIM inh: MCL1-BIM-BH3 interaction inhibition (human); Q07820; GST-MCL1 / FITC-Bim-BH3 fluorescence polarization; inhibition, % at 10.9 µM; actives 0.68% (n = 320,000);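 active = inhibition above the mean inhibition of all tested compounds plus 3 SD, set per campaign, cut at about 40% in these data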;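 also: 0% = DMSO wells and 100% = unlabeled Bim-BH3 peptide control; higher means more loss of mP so more displacement of Bim peptide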
VLA-4 inh: inhibition in a human VLA-4 binding assay; VLA-4 expressing cells, ligand binding flow cytometry; actives 0.2% (n = 330,000); P13612; inhibition, % (about 7 µM as worked out from the volumes in the protocol); in the data active = inhibition above about 50%
* hit, by the source's call; . = no result given. These rows are one share of the data. The share of hits here may be higher or lower than overall.

smiles	Efflux pump mplx	Fam108B counter	GLD-1 TGE inh	BCLXL inh	PME-1 primary	GRK2 aptamer HTS	MEX-5 binding	MCL1-BIM inh	VLA-4 inh
CN(CC(=O)Nc1ccncc1)S(=O)(=O)c1ccc(Br)cc1	-0.1	-1	10	3	7	3	3.2	1	-3
CC(C)(C)C(=O)C1=C(O)C(=O)N(c2ccccc2)C1c1ccccc1 (stereo not given)	-0.1	1	3	2	-2	2	-1.0	8	4
CC1(C)CN(C(=S)Nc2ccc(F)cc2F)C1=O	-0.2	1	1	0	2	0	-1.4	-3	1
CC(C#N)(NC(=O)CN1CCN(S(=O)(=O)c2ccccc2Cl)CC1)C1CC1 (stereo not given)	-0.3	.	-2	-3	0	1	.	-4	9
Nc1cccnc1Sc1cc(Cl)cc(Cl)c1	0.1	-4	11	12	4	7	-2.3	10	0
O=C(CCNC(=O)c1ccc(Br)cc1)NCC1COc2ccccc2O1 (stereo not given)	-0.3	3	5	4	2	0	-0.2	1	-1
COc1ccc(CNc2ccc(Br)cc2)cc1	0.1	1	5	4	4	0	-0.9	2	-6
CCN(CC)S(=O)(=O)c1ccc(N2CCN(C)CC2)c(NC(=O)Nc2ccc(C)cc2)c1	-0.1	0	1	-1	15	0	1.4	2	-2
CC(C)(C)c1ccccc1NC(=O)Cn1c(=O)cnc2ccccc21	0.0	1	1	4	-2	3	-2.6	-3	-6
CSc1nc(N)c2c(C)c(C)sc2n1	0.1	1	11	3	-4	0	-3.8	0	6

More entries:
smiles	Efflux pump mplx	Fam108B counter	GLD-1 TGE inh	BCLXL inh	PME-1 primary	GRK2 aptamer HTS	MEX-5 binding	MCL1-BIM inh	VLA-4 inh
O=C(COc1cc(F)ccc1[N+](=O)[O-])Nc1ccc2c(c1)OCO2	-0.1	.	6	1	5	0	.	-3	7
COc1ccc(C2=CC(c3sccc3C)n3nnnc3N2)cc1 (stereo not given)	-0.1	1	3	13	1	0	-15	17	-7
COc1ccccc1C(=O)OCC(=O)c1ccc(CNC(C)=O)s1	0.0	.	0	.	.	5	.	.	-3
CCOC(OCC)c1cn(Cc2ccc(C(=O)c3ccccc3)cc2)nn1	0.0	0	5	0	6	1	1.1	-2	21
O=C(CSc1nc(=O)n2ccccc2n1)NC1CCCCC1	0.0	2	4	0	-4	2	-1.9	0	-4
O=S(=O)(c1ccc(C2CCCCC2)cc1)N1CCCC1	0.1	0	8	2	-3	1	2.7	-3	-10
CCN(CC)S(=O)(=O)c1ccc2nc(NC(=O)c3ccco3)sc2c1	0.0	-3	3	6	-3	1	-0.1	2	3
CCCNCc1cc(OCC)c(OCC(=O)Nc2ccccc2)cc1Br	-0.4	1	5	-2	-3	0	0.2	-5	-3
CCCCNC(=O)Nc1ncn[nH]1	-0.1	0	1	6	-6	1	2.1	-1	4
Cc1ccc(SC(C)C(=O)NCC(C)C)cc1 (stereo not given)	-0.1	1	1	-1	-2	1	-2.4	-3	-4

Retrieved by structure from the entries so far (three):
smiles	Efflux pump mplx	Fam108B counter	GLD-1 TGE inh	BCLXL inh	PME-1 primary	GRK2 aptamer HTS	MEX-5 binding	MCL1-BIM inh	VLA-4 inh
CCOC(OCC)c1cn(Cc2ccc(C(=O)c3ccccc3)cc2)nn1	0.0	0	5	0	6	1	1.1	-2	21
Cc1ccc(SC(C)C(=O)NCC(C)C)cc1 (stereo not given)	-0.1	1	1	-1	-2	1	-2.4	-3	-4
CCCCNC(=O)Nc1ncn[nH]1	-0.1	0	1	6	-6	1	2.1	-1	4

Other compounds follow.
smiles	Efflux pump mplx	Fam108B counter	GLD-1 TGE inh	BCLXL inh	PME-1 primary	GRK2 aptamer HTS	MEX-5 binding	MCL1-BIM inh	VLA-4 inh
COc1ccc(OCC(=O)Nc2ccc(S(=O)(=O)N3CCOCC3)cc2)cc1	0.0	2	0	7	7	3	0.4	9	-2
CCN1N=C(c2ccccc2)CCC1=O	0.4	2	-2	6	-5	1	-1.9	-1	2
Cc1ccccc1C(=O)NNC(=S)NC(=O)COc1ccccc1	-0.1	1	-5	4	0	1	9.0	15	1
COc1ccc(CCCc2nnc(SCC(=O)N/N=C\c3ccc(O)c(OC)c3)o2)cc1C	-0.2	11	1	6	14	0	-0.3	11	-2
COc1ccc(-n2c(=O)[nH]cc(C(=O)N3CCCc4ccccc43)c2=O)cc1	0.1	3	-1	2	2	0	-6.4	4	6
Cc1sc2nc(C)n(/N=C/N(C)C)c(=O)c2c1C	0.0	-6	0	0	-2	0	2.8	-1	7
Cc1c(C)n(Cc2ccccc2)c2ccc(C(=O)NCCN3CCOCC3)cc12	0.0	-4	1	4	3	2	0.1	3	16
Cc1ccccc1C(=O)NNC(=O)c1ccoc1C	0.3	-3	-2	-4	0	0	2.1	-9	0
CSCC[C@H](NC(=O)N1CCn2c1nc1ccccc12)C(=O)NCc1ccco1	-0.3	-2	-4	7	4	3	-0.1	4	5
COc1ccccc1/C=C(/CC(=O)NCc1ccccc1)c1nc2ccccc2s1	0.3	-11	-6	0	-11	0	2.3	-1	3

Filtered by structure, the entries above with two or more sulfur atoms.
smiles	Efflux pump mplx	Fam108B counter	GLD-1 TGE inh	BCLXL inh	PME-1 primary	GRK2 aptamer HTS	MEX-5 binding	MCL1-BIM inh	VLA-4 inh
CSc1nc(N)c2c(C)c(C)sc2n1	0.1	1	11	3	-4	0	-3.8	0	6
CCN(CC)S(=O)(=O)c1ccc2nc(NC(=O)c3ccco3)sc2c1	0.0	-3	3	6	-3	1	-0.1	2	3

Further compounds
smiles	Efflux pump mplx	Fam108B counter	GLD-1 TGE inh	BCLXL inh	PME-1 primary	GRK2 aptamer HTS	MEX-5 binding	MCL1-BIM inh	VLA-4 inh
O=C(Oc1cccc([N+](=O)[O-])c1)N1CCCCC1	0.1	-2	2	2	3	6	-5.5	-4	-3
COc1ccccc1CN1CCNC(=O)C1CC(=O)NCC1CCOCC1 (stereo not given)	-0.1	-3	7	11	0	0	-3.7	4	-15
N#CCc1ccc(OC(=O)c2cccnc2Cl)cc1	-0.1	3	-6	3	-3	1	.	5	15
COc1ccc(CNC(=O)C(C)OC(=O)CCN2C(=O)C3CC=CCC3C2=O)cc1 (stereo not given)	0.0	2	2	-1	-2	3	3.3	-3	1
Cc1sc(NC(=O)CSc2nnc3scc(-c4ccccc4)n23)c(C#N)c1C	0.0	-6	4	-2	-3	7	-2.9	4	8
COC(=O)c1ccc(C(=O)N2CCCC(Nc3ccc(C(C)C)cc3)C2)nc1 (stereo not given)	-0.3	0	7	3	-10	0	-5.8	9	-5
CCc1ccc(S(=O)(=O)/N=C2\C=C(Nc3ccc(C(=O)O)cc3)C(=O)c3ccccc32)cc1	0.0	58*	7	24	30*	3	-19	25	2
Cc1cc(-n2c(C)cc(C(=O)CN3C(=O)NC4(CCCCCC4)C3=O)c2C)no1	0.0	3	1	-5	3	0	3.0	-8	17
COc1ccc(N(C)S(=O)(=O)c2cccc(C(=O)OCC(=O)N3CC(C)CC(C)C3)c2)cc1 (stereo not given)	0.1	.	0	.	.	0	.	.	-1
O=C(Nc1cccc2ccccc12)/C(=C/c1ccc([N+](=O)[O-])cc1)NC(=O)c1ccccc1	0.1	2	-7	-5	-5	0	-1.1	-2	-6

Additional results follow:
smiles	Efflux pump mplx	Fam108B counter	GLD-1 TGE inh	BCLXL inh	PME-1 primary	GRK2 aptamer HTS	MEX-5 binding	MCL1-BIM inh	VLA-4 inh
O=c1oc(Cl)c(Cl)c2ccccc12	0.1	3	1	9	-4	0	.	6	48
CCOC(=O)C1(CCOC)CCN(Cc2nc(C(C)C)cs2)CC1	-0.2	-1	3	5	-3	0	1.4	7	2
CC(C)(C)OC(=O)NCC1CCC(C(=O)NC[C@H](CC(=O)O)c2ccc(Cl)cc2)CC1 (stereo not given in full)	0.3	1	-3	6	-4	5	0.2	9	3
CNC(=O)COC(=O)c1ccccc1NC(=O)c1ccco1	1.2*	-3	-5	-2	-3	10	0.9	-6	4
O=C(N=C1SC2CS(=O)(=O)CC2N1c1ccc(Br)cc1F)C1CC1 (stereo not given)	-0.1	0	5	4	-1	1	0.5	-2	-2
O=C(O)c1nn(CCOc2c(Cl)cccc2Cl)c(=O)c2ccccc12	-0.1	-3	6	-1	7	0	-2.3	0	9
CC(C)[C@H](NC(=O)C1(c2ccccc2)CCN(C(=O)OC(C)(C)C)CC1)C(=O)O	0.1	2	11	1	5	0	-1.3	5	30
Cc1cc(N2CCC(C(=O)NCC3CC3)CC2)nc(-c2ccccc2)n1	0.0	0	2	5	-1	0	2.6	4	1
O=C(CCC1CCCN(C(=O)c2ccsc2)C1)NCc1ccc(F)c(F)c1 (stereo not given)	0.0	-2	9	0	9	0	1.0	2	-1
O=C(NCCCN1CCOCC1)C(=O)N/N=C/c1ccccc1Cl	-0.1	-1	8	-2	2	1	-1.0	0	-11

(listing goes on)
smiles	Efflux pump mplx	Fam108B counter	GLD-1 TGE inh	BCLXL inh	PME-1 primary	GRK2 aptamer HTS	MEX-5 binding	MCL1-BIM inh	VLA-4 inh
CC1CCC(NC(=O)c2cccc(S(=O)(=O)NCc3ccccc3)c2)CC1 (stereo not given)	0.1	-3	5	1	4	0	0.9	4	6
C=CCN(CC=C)Cc1nc(N)nc(Nc2ccccc2C)n1	0.0	-1	0	-1	2	0	0.6	-2	-1
Fc1ccc(C2CC(c3ccc(F)cc3)n3ncnc3N2)cc1 (stereo not given)	0.1	0	-3	2	5	0	1.7	2	7
CCCN1C(=O)/C(=c2\s/c(=C3\C=Cc4ccccc4N3CC)c(=O)n2-c2ccccc2)SC1=S	0.1	-2	6	5	-8	1	1.4	-3	-10
O=C(CN1CCSCC1)N/N=C/c1ccc(Cl)cc1	1.3	5	-3	1	11	0	0.2	4	9
C=CCn1c(SCC(=O)NCc2ccco2)nnc1C1CCCCC1	0.0	-2	1	-3	0	0	5.9	5	-2
Cc1cc(-n2c(C)c3c(C)nnc(C)c3c2C)ccc1N	-0.1	3	-15	7	-1	0	-1.2	7	10

Screening data deposited in PubChem by several laboratories.
